Kir21 inh: Kir2.1 (mouse) channel inhibition | P35561 | HEK293-Kir2.1, FluxOR thallium flux fluorescence; active compounds read low | B-score at 10 µM | actives 0.85% (n = 310,000) | AID 1672;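 active means fluorescence ratio B-score at or below minus 3 SD of library scores, with starting-brightness B-score within 2 SD, cut at about -4.2 in these data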;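 further: channel flux triggered by added potassium and thallium sulfate stimulus; B-score of peak minus minimum fluorescence over baseline after thallium stimulus; more negative B-score means stronger Kir2.1 block with less thallium influx; some compounds called inactive have numbers as strong as hits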
Target sequence (P35561 whole entry, looked up): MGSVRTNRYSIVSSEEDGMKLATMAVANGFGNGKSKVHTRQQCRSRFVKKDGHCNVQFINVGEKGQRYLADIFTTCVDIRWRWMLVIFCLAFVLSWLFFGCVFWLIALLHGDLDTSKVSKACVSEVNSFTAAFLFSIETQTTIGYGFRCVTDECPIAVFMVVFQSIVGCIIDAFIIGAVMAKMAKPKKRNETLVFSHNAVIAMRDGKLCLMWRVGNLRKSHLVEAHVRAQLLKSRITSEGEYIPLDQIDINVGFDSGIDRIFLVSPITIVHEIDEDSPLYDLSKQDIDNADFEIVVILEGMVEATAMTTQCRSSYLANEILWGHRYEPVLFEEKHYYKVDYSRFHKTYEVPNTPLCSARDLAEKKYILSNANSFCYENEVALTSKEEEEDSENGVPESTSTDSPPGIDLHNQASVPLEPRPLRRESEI
KCNQ2 inh: KCNQ2 potassium channel inhibitors, primary screen, cell-based, CHO-K1, FluxOR thallium flux, B-score (AID 2156); O88943; 20 min; active compounds read low; B-score at 10 µM; actives 1.1% (n = 310,000);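 active means fluorescence ratio B-score at most minus 3 library SDs, with starting brightness B-score within 2 library SDs, cut at about -5.5 in these data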
An asterisk follows results filed as active; i = inactive.

Values run as follows: Kir21 inh | KCNQ2 inh
1) Nc1cccc2c1C(=O)N(C(=O)/C=C/c1ccc(F)cc1)C2=O
  0.98 | i
2) CC(C)Oc1ccc(C(=O)Nc2ccc(N3CCCC3)cc2)cc1
  -0.51 | i
3) Cc1ccc2c(Cl)c(C)c(N3CCCCC3)nc2n1
  -1.2 | i
4) COc1ccc(C(N)c2nccc3cc(OC)c(OC)cc23)cc1OC (stereo unspecified)
  0.36 | i
5) O=c1cc(O)nc(SCc2ccccc2)[nH]1
  -0.04 | i
6) C=CCOc1ccc(C(=O)Nc2ccccc2C(=O)NCc2cccnc2)cc1
  2.4 | i
7) Cc1cnc(C(=O)Nc2cccc(S(=O)(=O)N(C)C)c2)cn1
  0.43 | i
8) CCOc1ccc(OCCC(=O)OCC(=O)NC2CC2)cc1
  -1.3 | i
9) O=C(CCCO)c1ccc2c(c1)OCCO2
  0.48 | i
10) CCOC(=O)Nc1ccc(NC(=O)c2ccccc2F)cc1
  2.2 | i
11) Cc1nn(-c2ccccc2)c2nc(Cl)c(C(=O)O)cc12
  -0.63 | i
12) N#Cc1cc2c(nc1SC1CCCCC1O)CCCC2 (stereo unspecified)
  -0.04 | i
13) Cc1cccc(OCC(O)Cn2c(N3CCCCC3)nc3c2c(=O)n(C)c(=O)n3C)c1 (stereo unspecified)
  0.99 | i
14) COC(=O)CN1C(=O)[C@H]2[C@@H](/C=C/c3ccccc3)N3C(=O)CN(Cc4ccccc4)C(=O)[C@@]3(C)[C@H]2C1=O
  0.24 | i
15) Cc1cc(C(C#N)c2cccc(Cl)c2)n2ncnc2n1 (stereo unspecified)
  0.46 | i
16) CC1CCN(CC(=O)NCc2ccco2)CC1
  -0.69 | i
17) Cc1ccccc1OCCn1cc(C(=S)N2CCN(C)CC2)c2ccccc21
  1.1 | i
18) Cc1ccc(-c2nc(C#N)c(NCc3ccco3)o2)cc1
  -0.02 | i
19) O=C(Nc1ccn(Cc2c(F)c(F)cc(F)c2F)n1)c1ccc(COc2cc(Cl)ccc2Cl)o1
  0.15 | i
20) COc1ccc(-c2nc(CS(=O)CC(=O)NCc3ccc(C)cc3)c(C)o2)cc1OC (stereo unspecified)
  0.86 | i
21) O=C(NCc1ccc2c(c1)OCO2)C1CC(=O)N(CCc2ccc(F)cc2)C1 (stereo unspecified)
  -0.6 | i
22) CCOc1ccc(NC(=O)Nc2ccc3c(c2)nc(C)n3C)cc1
  -0.26 | i
23) CC(=O)c1ccc(S(=O)(=O)NC2CC(=O)N(c3ccc(C)cc3)C2)cc1 (stereo unspecified)
  -0.14 | i
24) C=CCn1c(SCc2ccc(C#N)cc2)nnc1-c1cccc(OC)c1
  -3.1 | i
25) CCOC(=O)C1=C(O)/C(=C/c2ccc(OCC(=O)O)c(OC)c2)SC1=Nc1ccc(OC)cc1
  0.87 | i
26) Fc1ccc(-[n+]2nc(Nc3ccccc3)sc2-c2c3ccccc3cc3ccccc23)cc1
  -1.2 | i
27) N#CCc1ccc(NC(=O)c2ccccc2C(=O)Nc2ccc(CC#N)cc2)cc1
  0.25 | i
28) CCOC(=O)C1=C(C)N=C(SC)N(C)C1c1ccccc1 (stereo unspecified)
  -0.89 | i
29) CCO[C@H]1OC(C(=O)O)=C[C@@H](c2cn(C(C)=O)c3ccccc23)[C@@H]1CCCO
  1.5 | i
30) COc1c(OC)c(O)c2c(=O)cc(-c3c(O)cccc3O)oc2c1OC
  -0.27 | i

Results in sequence from the list.
Kir21 inh, nos. 7 to 10, in order: 0.43, -1.3, 0.48, 2.2
KCNQ2 inh, nos. 7 to 10, in order: i, i, i, i

Next section:
Values run as follows: Kir21 inh | KCNQ2 inh
31) CCNc1ccc2c(Cl)cc(=O)oc2c1
  0.32 | i
32) Cc1cc(C)cc(NC(=S)N2CCC(c3nc4ccccc4s3)CC2)c1
  0.75 | i
33) Cc1c2c(nc3nnnn13)CCCC2
  -0.6 | i
34) O=S(=O)(NCCC1=CCCCC1)c1ccc(Br)cc1
  -0.51 | i
35) COc1ccc(-c2cn(-c3ccc(C)c(C)c3)c(=S)[nH]2)cc1OC
  -0.29 | i
36) COc1ccc(OC)c(C2CC(=O)Nc3cc(OC)c(OC)c(OC)c32)c1 (stereo unspecified)
  -1.7 | i
37) CCS(=O)(=O)c1nc(S(=O)(=O)c2ccc(C)cc2)c(NCCCN(C)C)s1
  0.03 | i
38) CCOc1ccccc1N1CCN(C(=O)C(Sc2ccccc2)c2ccccc2)CC1 (stereo unspecified)
  0.83 | i
39) CCOc1ccc(-n2c(C)nc3cc(C(=O)NCc4ccc5c(c4)OCO5)ccc32)cc1
  0.51 | i
40) COC(=O)c1ccc2c(c1)N(C)C(=O)CS2
  0.03 | i
41) Cc1c(C(=O)N2CCC(C)CC2)oc2ccc(S(=O)(=O)N3CCC4(CC3)OCCO4)cc12
  -2.3 | i
42) O=C(Nc1ccccc1N1CCCC1)C1CCN(S(=O)(=O)c2ccccc2)CC1
  0.42 | i
43) CCN(CC)C(=O)CC(c1ccc(OC)cc1)c1c(OC)cc(OC)c2ccc(=O)oc12 (stereo unspecified)
  0.96 | i
44) COc1cccc(-n2c(C)cc(/C=C3/C(=N)N4C(=NC3=O)SN=C4S(C)(=O)=O)c2C)c1
  1.4 | i
45) O=C(NCc1ccc(Cl)cc1)N1CCc2ccccc2C1
  -2.3 | i
46) O=C(Cc1c[nH]c2ccccc12)N/N=C/c1ccc(F)cc1
  0.85 | i
47) Cc1cccnc1-n1c(CCN2C(=O)c3ccccc3C2=O)nc2ccccc2c1=O
  0.73 | i
48) COc1ccc2[nH]c(=O)c(CN(CCN3CCCC3)C(=O)Nc3ccccc3Cl)cc2c1
  1.1 | i
49) O=C(CSc1nnc(CNC(=O)c2c(F)cccc2F)o1)NCc1ccccc1Cl
  -1.6 | i
50) CC(=O)N1CCN(CC(=O)O)CC1
  1.9 | i
51) O=C1/C(=C/c2ccccc2Cl)SC(=S)N1CCCC(=O)N(CCO)c1ccccc1
  -0.4 | i
52) Cc1nc2ccccc2nc1N1CCOCC1
  -0.53 | i
53) O=C(CSc1nc(Cc2ccccc2)nc2ccccc12)Nc1ccc2c(c1)OCCO2
  -0.1 | i
54) O=C(Nc1ccc(N2CCN(C(=O)c3ccco3)CC2)cc1)c1ccc([N+](=O)[O-])cc1Cl
  0.65 | i
55) COc1ccc(NC(=O)C(c2ccc(OC)cc2)N(Cc2ccco2)C(=O)CC2NC(=O)NC2=O)cc1 (stereo unspecified)
  0.04 | i
56) Cn1cnnc1SCC(=O)Nc1sc2c(c1C#N)CCCCC2
  1.8 | i
57) CC(=O)N(Cc1ccccc1)c1c(N)nc(N)[nH]c1=O
  -0.26 | i
58) CCN1CCN(c2cc(C)c3cc(NC(=O)c4ccc(OC)c(OC)c4)ccc3n2)CC1
  2 | i
59) O=C(CN1C(=O)C2(OCCO2)c2ccccc21)c1ccc(Cl)cc1
  2.3 | i
60) COc1ccc(N(Cc2ccccc2)C(=O)CSc2nnc(Cn3nnc4ccccc43)o2)cc1
  0.65 | i

Next section (4 carried over from the part before).
Values run as follows: Kir21 inh | KCNQ2 inh
57) CC(=O)N(Cc1ccccc1)c1c(N)nc(N)[nH]c1=O
  -0.26 | i
58) CCN1CCN(c2cc(C)c3cc(NC(=O)c4ccc(OC)c(OC)c4)ccc3n2)CC1
  2 | i
59) O=C(CN1C(=O)C2(OCCO2)c2ccccc21)c1ccc(Cl)cc1
  2.3 | i
60) COc1ccc(N(Cc2ccccc2)C(=O)CSc2nnc(Cn3nnc4ccccc43)o2)cc1
  0.65 | i
61) COc1cccc(C2c3c(oc4ccc(Cl)cc4c3=O)C(=O)N2c2cc(C)on2)c1OC (stereo unspecified)
  0.24 | -7.2*
62) COc1ccc(NC(=O)Cc2c[nH]c3ccccc23)cc1S(=O)(=O)N1CCCCC1
  -2.3 | i
63) O=C(OC1Cn2c(=O)ccc(=O)n2C1)c1ccccc1
  2.6 | i
64) Fc1ccc(-c2nnn(Cc3ccccc3Cl)n2)cc1
  -0.11 | i
65) O=C(N/N=C\c1ccc(O)c([N+](=O)[O-])c1)C1COc2ccccc2O1 (stereo unspecified)
  -0.21 | i
66) C=CCN(c1ccccc1Cl)S(=O)(=O)c1cccc(C(=O)OCC(=O)N(C)C2CCS(=O)(=O)C2)c1 (stereo unspecified)
  -0.13 | i
67) CC1(C)CC(C(N)=S)CCO1 (stereo unspecified)
  -2.3 | i
68) C#CC[N+]1(CC#Cc2cccc3ccccc23)CCOCC1
  -0.55 | i
69) CCCN(C(=O)COC(=O)c1[nH]c(C)c(C(=O)OC)c1C)c1c(N)n(Cc2ccccc2)c(=O)[nH]c1=O
  0.54 | i
70) CCC(=O)n1nc(NCc2ccc(OC)c(OC)c2)nc1NCc1ccc(OC)c(OC)c1
  -1.5 | i
71) CCc1nnc(NC(=O)CCCSc2nc3ccccc3[nH]2)s1
  1.3 | i
72) O=C(O)CSCC(=O)N1CCN(S(=O)(=O)c2cc(Cl)cc(Cl)c2)CC1
  0.99 | i
73) O=C(/C=C/c1cccs1)c1cc(F)ccc1OC(=O)N1CCOCC1
  0 | i
74) O=C(CN1CCN(Cc2ccccc2)CC1)Nc1ccc(S(=O)(=O)N2CCOCC2)cc1
  0.43 | i
75) Cc1cc2cc(CNC(=S)NC3CCCCC3)ccc2[nH]1
  -0.06 | i
76) O=C(NCc1ccco1)C1CCCN1C(=O)Nc1ccc(Br)cc1 (stereo unspecified)
  -0.22 | i
77) Cc1cc2c(=O)n(NC(N)=O)c(C)nc2s1
  3.1 | i
78) O=C(Nc1ccc(N2CCOCC2)c([N+](=O)[O-])c1)c1ccco1
  0.36 | i
79) CN(C)c1cccc(C(=O)NCc2ccc(Cl)cc2)c1
  -0.29 | i
80) Cc1cccc(/C=C\c2nc3ccccc3c(=O)[nH]2)c1
  0.02 | i
81) CC1(C)CC(=O)C(=Cc2cn(CCC#N)nc2-c2ccc(F)cc2)C(=O)C1
  -0.39 | i
82) CCOn1c(=O)c(-c2cccc(Br)c2)[n+]([O-])c2ccccc21
  0.55 | i
83) CCOC(=O)N1CCN(C(=O)C2CCCN(Cc3nc(-c4ccc(Cl)cc4)oc3C)C2)CC1 (stereo unspecified)
  -0.43 | i
84) CCOC(=O)c1c(C)c(C(=O)Nc2cc(F)ccc2F)c(C)n1C
  -1.3 | i
85) CC(C)(C)NC(=O)C(Cc1ccccc1)NS(=O)(=O)c1cccc2nsnc12 (stereo unspecified)
  -0.2 | i
86) CC(C)(C)C(=O)N(Cc1ccc(Cl)cc1)Cc1cccnc1
  -1.7 | i
87) O=C(NNc1ccc([N+](=O)[O-])cc1)Nc1ccccc1
  1.5 | i
88) NC(=O)CSc1ncnc2c1nnn2Cc1ccc(F)cc1
  -1.2 | i
89) COc1cc(C(=O)Nc2ccc(N3CCCS3(=O)=O)cc2)c([N+](=O)[O-])cc1OC
  0.06 | i
90) CC(=Nc1ccc(C)c(C)c1)C1=C(O)CCC1=O
  0.83 | i
91) CCC(=O)N=c1ccn(C2=Nc3ccccc3NC2=C(C#N)C#N)cc1
  1 | i
92) Cc1ccc(NC(=O)NCCN2C(=O)C3C4C=CC(C4)C3C2=O)cc1 (stereo unspecified)
  0.98 | i
93) Cc1ccc(-n2c(=O)c(C#N)cc3c(=O)n4ccccc4nc32)cc1C
  0.72 | i
94) C=CCn1c(SCC(=O)N2CCOCC2)nc(O)cc1=O
  0.75 | i
95) Cc1cc(Cl)ccc1OCCCC(=O)NC1CCN(C)CC1
  0.68 | i
96) COc1ccc(C(C)=O)cc1CSc1nc2ccccc2c(=O)n1-c1ccccc1
  0 | i
97) CCOC(=O)COn1c(=O)c(-c2cccs2)[n+]([O-])c2ccccc21
  -4.2 | i
98) CC1(C)Cc2c(sc3ncn(N)c(=N)c23)CO1
  -1.2 | i
99) C#CCn1c(S(=O)(=O)Cc2ccc(OC)cc2)nc(-c2ccccc2)c1-c1ccccc1
  0.07 | i
100) COc1ccc(S(=O)(=O)N2CCCC(C(=O)NCC3CCCO3)C2)cc1Cl (stereo unspecified)
  0.21 | i
101) CCC(C)[C@H](NC(=O)N1CCC(Cc2ccccc2)CC1)C(=O)O (stereo partly specified)
  -1.5 | i
102) CCC1CCCCN1CCCNC(=O)CNC(=O)Cn1ccc2ccccc2c1=O (stereo unspecified)
  1.4 | i
103) Cc1cc(NC(=O)CCC(=O)N(Cc2ccccc2)C(C(=O)NC2CCCC2)c2ccc(C)o2)no1 (stereo unspecified)
  -1.4 | i
104) CCOCCCNC(=O)c1cn(CC)c2ccc(S(=O)(=O)N3CCC(C)CC3)cc2c1=O
  -1.2 | i
105) COc1cc(C)nn1-c1ccc(Cl)cc1
  1.9 | i
106) CC(=O)Nc1ccc(NC(=O)CSc2ccc3nnc(-c4cccnc4)n3n2)cc1
  -0.22 | i
107) COc1ccc(NC(=O)c2cnc(SC)n2-c2ccc(F)cc2)c(OC)c1
  0.03 | i
108) Cc1sc(N/N=C/c2ccco2)nc1-c1ccccc1
  -0.44 | i
109) Cn1c(SCc2nc3cc(C(=O)O)ccc3c(=O)[nH]2)nnc1C(F)(F)F
  -1.4 | i
110) CC1(C)CC(=O)C(C2C3=C(CC(C)(C)CC3=O)Oc3ccccc32)=C(O)C1 (stereo unspecified)
  0.02 | i
111) COc1ccccc1CN1CC(C(=O)N(C)CCCn2nc(C)cc2C)CCC1=O (stereo unspecified)
  1.9 | i
112) O=C1c2ccccc2C(=O)N1CSc1ncccn1
  -0.76 | i
113) O=C(NCc1ccc2c(c1)OCO2)C1CC(=O)N(C2CCCCCCC2)C1 (stereo unspecified)
  1.1 | i
114) O=C(/C=C/c1cccs1)Nc1scc(-c2ccccc2)c1C(=O)O
  -2.8 | i
